D3 ag – activates the human D3 dopamine receptor | P35462 | D3R DiscoveRx beta-arrestin cells, luminescence, 90 min | max activation, % | 410,000 compounds, 0.58% hits; in the data active = max activation above about 30%; note: 0% is about no effect; mostly tested at two doses, the higher about 12 µM
Target sequence (P35462 whole entry, looked up): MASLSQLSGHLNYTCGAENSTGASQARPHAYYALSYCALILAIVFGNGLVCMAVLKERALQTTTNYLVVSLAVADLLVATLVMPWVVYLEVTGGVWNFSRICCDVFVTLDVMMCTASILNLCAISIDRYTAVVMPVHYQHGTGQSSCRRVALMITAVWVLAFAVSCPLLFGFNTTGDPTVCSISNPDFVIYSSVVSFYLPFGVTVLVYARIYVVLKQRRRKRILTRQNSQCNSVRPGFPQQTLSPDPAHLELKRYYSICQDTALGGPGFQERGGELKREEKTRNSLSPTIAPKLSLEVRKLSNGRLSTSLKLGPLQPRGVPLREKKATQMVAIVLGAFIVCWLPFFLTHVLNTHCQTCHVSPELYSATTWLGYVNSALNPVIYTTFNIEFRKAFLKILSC
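Cells at 1500/well, incubated overnight, then treated with pinned compounds (dopamine as control) for 90 min at 37 degrees C. DiscoveRx reagent added for 30 - 60 minutes at room temperature; luminescence read.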
PTHR1 agonist – activates the human parathyroid hormone receptor PTHR1; Potency, µM (series often up to 115 µM), without a hit: top-dose activation, actives largely listed as activators; 410,000 compounds, 0.075% hits; HEK293 GP2 PTHR1 cells, GloSensor cAMP luminescence, 1 h; note: potency is the fitted concentration of half-maximal effect; nearly all actives have a fitted effect of over 55% in size; some results filed as inactive show a strong effect at the top dose; inactives centre near -15; many of its hits are not listed in these tables
Target sequence (Q03431 whole entry, looked up): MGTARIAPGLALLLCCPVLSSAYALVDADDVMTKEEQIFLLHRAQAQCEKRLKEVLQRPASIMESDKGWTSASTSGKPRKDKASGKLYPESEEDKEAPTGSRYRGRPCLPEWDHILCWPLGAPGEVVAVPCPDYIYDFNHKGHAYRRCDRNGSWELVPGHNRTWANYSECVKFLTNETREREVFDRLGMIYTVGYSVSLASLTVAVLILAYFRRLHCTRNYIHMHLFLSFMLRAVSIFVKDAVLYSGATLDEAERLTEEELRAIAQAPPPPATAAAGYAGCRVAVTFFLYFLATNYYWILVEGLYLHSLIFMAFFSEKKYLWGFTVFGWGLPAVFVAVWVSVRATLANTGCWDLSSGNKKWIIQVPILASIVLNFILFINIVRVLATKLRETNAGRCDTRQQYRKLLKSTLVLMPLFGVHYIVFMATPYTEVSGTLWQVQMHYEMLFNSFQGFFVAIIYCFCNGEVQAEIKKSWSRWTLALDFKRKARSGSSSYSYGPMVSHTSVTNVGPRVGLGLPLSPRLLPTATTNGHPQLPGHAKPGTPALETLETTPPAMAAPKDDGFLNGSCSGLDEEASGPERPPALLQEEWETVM
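HEK-293-derived GP2 cells expressing PTHR1 and a GloSensor cAMP reporter, 3,000/well, plated overnight, given luciferin plus IBMX (each 0.5 mM as added) for 1 h at 37 °C, then compound for 1 h at 37 °C. Luminescence was read after 15 min at room temperature.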
EPAC2 antagonist – antagonists of human EPAC2; Q8WZA2; EPAC2 GEF exchange of Rap1B-BODIPY-GDP, fluorescence; Potency, µM (top dose mostly 114 µM), inactives show at the top dose activity, negative = inhibition, most hits filed as inhibitors; 360,000 compounds, 0.18% hits; AID 720708; note: potency is the fitted concentration of half-maximal effect; % is set by controls: 0 for no effect and ±100 for the full control effect; nearly all actives have a fitted effect of over 45% in size; many of its hits are not listed in these tables
D3 antag – blocks the human D3 dopamine receptor. P35462. D3R cells, DiscoveRx beta-arrestin luminescence, antagonist mode; hits give low values. max response, negative = inhibition, %. 360,000 compounds, 2.5% hits; in the data active = max response below about -50%; inconclusive = no clear call, values can overlap the other calls; note: % is set by controls: 0 for no effect and ±100 for the full control effect; mostly tested at two doses, the higher about 12 µM
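Cells expressing the human receptor were seeded at 1500 cells/well, incubated overnight at 37 degrees C in 5% CO2, then exposed to library compounds with dopamine controls for 90 minutes at 37 degrees C before luminescent detection.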
pAkt inh – inhibitors of Akt phosphorylation. Neuro2A IGF-stimulated pAkt S473 HTRF, 20 min; hits give low values. AID 651550. activity change, % for hits at 50 µM. 360,000 compounds, 0.32% hits; in the data active = activity change below about -80%; inconclusive = mostly about -51% to -80%; note: % is set by controls: 0 for no effect and ±100 for the full control effect
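Single-point screen (50 µM final compound) in Neuro2A cells stimulated 20 min with 6 nM IGF at 37 deg C. After lysis, Ser473-phosphorylated Akt read by HTRF (ex 330 nm, em 615/665 nm) as the 665/615 ratio.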
MmCpn inh – blocks the Methanococcus maripaludis chaperonin Mm-Cpn. purified Mm-Cpn ATPase, ADP Transcreener TR-FRET. 330,000 compounds, 0.031% hits. Potency, µM (top dose mostly 76.9 µM), for inactives: at the highest dose activity, negative = inhibition, hits mostly inhibitors; note: potency is the fitted concentration of half-maximal effect; % is set by controls: 0 for no effect and ±100 for the full control effect; nearly all actives have a fitted effect of over 80% in size
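Quantitative HTS used 25 nM Mm-CPN and 10 uM ATP in magnesium/KCl Tris buffer, pH 7.4, with 1 mM DTT. Hydrolysis ran 30 min at 37°C; ADP was read by HTRF.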
EPAC2 agonist – agonists of human EPAC2 (RAPGEF4) | AID 720711 | 360,000 compounds, 0.079% hits | EPAC2 activation, biochemical qHTS; response scale: 100% = 6.5 mM cAMP response | Potency, µM (doses to about 154 µM), without a hit: at the highest dose activation, hits mostly activators | Q8WZA2; note: potency is the fitted concentration of half-maximal effect; nearly all actives have a fitted effect of over 50% in size
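Readout is BODIPY fluorescence (480 nm excitation, 540 nm emission), which falls as labeled GDP is exchanged off Rap1B. EPAC2 at 100 nM acted on 250 nM RAP1B-BODIPY-GDP with 50 uM GDP present.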
CCT modulator – modulators of cytosolic chaperonin (CCT/TRiC) activity. 360,000 compounds, 0.3% hits. activity change, % (concentration not given with the values), hits read low. AID 651819. purified chaperonin ATPase assay, HTRF ADP detection, 30 min; in the data active = activity change below about -30%; note: % is set by controls: 0 for no effect and ±100 for the full control effect
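TRiC (40 or 20 nM final, by batch activity) in 30 mM Tris pH 7.4, 100 mM KCl, 5 mM MgCl2, 1 mM DTT was treated with compound at 76 uM single dose, then 10 uM ATP, 30 min at 37 °C. ADP was read by HTRF Transcreener.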
* hit, by the source's call; i = inactive; u = inconclusive; x = not tested or not shown; & = joins results of further samples; [ ] = dose if it differs, or a comment. Unless noted, calls come from the whole dose curve; as a rule, active = well fitted curve in the direction sought with a large enough effect; inconclusive = small, poorly fitted or top-dose-only effect, or another doubt; inactive = no such curve, though single readings can be large; an effect the other way counts as inactive or inconclusive. Only part of the results is shown; count on the stated rates, not on these rows.

SMILES	D3 ag	PTHR1 agonist	EPAC2 antagonist	D3 antag	pAkt inh	MmCpn inh	EPAC2 agonist	CCT modulator
O=C(CSc1nc(-c2ccco2)cc(C(F)(F)F)n1)N1CCN(c2ccc(Cl)cc2)CC1	20	-9%[57.5 µM]	-5%	-13	i	-3%	8%	-0.7
Cc1cc2cccc(C)c2nc1SCC(=O)NCC1CCCO1 (stereo not drawn)	3	i	-7%	7	i	-6%	-14%	1.8
O=C(Cn1cnc2c(nnn2Cc2ccc(Cl)cc2)c1=O)N1CCN(c2ccccc2)CC1	-1	-31%[inhibitor]	12%	-4	i	-1%	11%	-1.6
Cc1ccc(NC(=O)NC(=O)COc2ccc(Cl)cc2Cl)c(C)c1	4	i	11%	12	i	0%	-5%	-5.0
O=c1cc(CN2CCc3ccccc3C2)nc2sccn12	-16	3%	4%	-26	i	-6%	7%	-1.0
CCN(Cc1ccncc1)Cc1nc(Cc2ccccc2Cl)no1	2	-68%[inhibitor]	7%	11	i	1%	7%	-1.5
COc1ccc(OC)c(-n2cnc3cc(C(=O)NCCCN4CCOCC4)ccc32)c1	-9	-10%	-2%	0	i	2%	16%	0.5
Cc1cc(/C=N/n2cnnc2)c(C)n1-c1cccc(Cl)c1	3	-2%	2%	-4	i	1%	-3%	2.7
Cn1c(=O)[nH]c(=O)c2c1nc(CN1CCN(c3cccc(Cl)c3)CC1)n2Cc1ccccc1Cl	1	i	0%	20	i	0%	4%	-0.6
CC(C)(C)OC(=O)N1CCC(c2cc(=O)n3[nH]c(-c4ccc(Cl)cc4)cc3n2)CC1	-1	i	12%	u	i	2%	-9%	-0.7
COc1ccc(CCC(C)N2CCC(Oc3ccc(C(=O)N4CCCC4)cc3)CC2)cc1 (stereo not drawn)	-23	-6%	10%	-20	i	1%	7%	-0.5
COc1ccc(NC(=O)CCOc2cc(C)ccc2C)cc1S(=O)(=O)N1CCCCC1	-3	i	0%	1	i	1%	-2%	-0.9
CC(C)c1ccc(N2C(=O)CC(Sc3ncn[nH]3)C2=O)cc1 (stereo not drawn)	0	-11%	5%	u	i	1%	-2%	0.6
O=C(CCc1ccccc1)Nc1ccc(N2CCOCC2)cc1	10	-12%[57.5 µM]	-1%	1	i	-1%	19%	-1.3
CC(C)Cn1c(N)c(C(=O)COC(=O)c2cc(C(F)(F)F)nc3ccccc23)c(=O)n(C)c1=O	34*	-49%[inhibitor]	1%	95	i	0%	1%	-0.9
Cc1noc(/C=C/c2ccco2)c1S(=O)(=O)N1CCC(C(=O)Nc2ccc(Cl)cn2)CC1	1	-38%[inhibitor]	-6%	0	i	-4%	8%	-0.3
O=C(NCCN1C(=O)CSC1=O)c1ccccc1	1	20%	-2%	-6	i	1%	13%	-0.4
Cc1cc(=O)n2c3c(c4c(cc13)c(CN(C)C)cc(=O)n4C)OC2	-13	i	-2%	4	i	x	-3%	-1.7
O=C(Nc1nncs1)C1COc2ccccc2O1 (stereo not drawn)	-2	-10%	0%	-9	i	1%	-2%	-4.9
COc1ccc(CCNC(=O)c2cccc(NS(=O)(=O)c3ccccc3F)c2)cc1OC	13	i	18%	10	i	1%	4%	-5.5
Cc1cc(C)c(C2C(C#N)=C(N)Oc3n[nH]c(C)c32)cc1CN1CCCC1 (stereo not drawn)	-31	i	9%	-112*	x	3%	0%	-2.9
CCc1n[nH]c(=S)n1N=C1CCC(C)CC1 (stereo not drawn)	-1	-3%	-7%[57.1 µM]	1	i	-2%	15%	0.1
CC(=O)c1cccc(NC(=O)CSc2nc(C3CC3)nc3ccccc23)c1	13	-15%	-4%	3	i	0%	-4%	-2.4
CC1(C)Cc2nc3sc4c(=O)n(CC(=O)NCc5ccco5)cnc4c3cc2CO1	9	i	5%	27	i	-24%	8%	0.3
Cn1c(=O)c2c(nc(OC3CCCC3)n2C)n(C)c1=O	7	i	0%	10	i	x	0%	-0.5
O=C(c1cc(-c2ccncc2)nc2ccccc12)N1CCCC(C(F)(F)F)C1 (stereo not drawn)	-2	-22%	0%	-4	i	x	4%	-2.8
Cc1nn(C)c(C)c1/C=C/C(=O)c1cccs1	-6	-6%	-4%	-16	i	x	1%	-0.8
COCC1CCN(C(=O)c2cc(COc3ccc(-n4cncn4)cc3)on2)C1 (stereo not drawn)	-2	-3%	-2%	1	i	-1%	2%	-1.2
Cc1ncc([N+](=O)[O-])n1CCOC(=O)C12CC3CC(CC(C3)C1)C2	-11	-64%[inhibitor]	-5%	13	i	4%	-8%	-0.2
Cc1ccccc1CSc1nnc(-c2ccncc2)n1C	-8	i	11%	-11	i	-1%	17%	-4.3

An excerpt from above in order of heavy-atom count, low to high:
SMILES	D3 ag	PTHR1 agonist	EPAC2 antagonist	D3 antag	pAkt inh	MmCpn inh	EPAC2 agonist	CCT modulator
CCc1n[nH]c(=S)n1N=C1CCC(C)CC1 (stereo not drawn)	-1	-3%	-7%[57.1 µM]	1	i	-2%	15%	0.1
Cc1nn(C)c(C)c1/C=C/C(=O)c1cccs1	-6	-6%	-4%	-16	i	x	1%	-0.8
O=C(Nc1nncs1)C1COc2ccccc2O1 (stereo not drawn)	-2	-10%	0%	-9	i	1%	-2%	-4.9
Cc1cc(/C=N/n2cnnc2)c(C)n1-c1cccc(Cl)c1	3	-2%	2%	-4	i	1%	-3%	2.7
Cc1cc2cccc(C)c2nc1SCC(=O)NCC1CCCO1 (stereo not drawn)	3	i	-7%	7	i	-6%	-14%	1.8
Cc1ccc(NC(=O)NC(=O)COc2ccc(Cl)cc2Cl)c(C)c1	4	i	11%	12	i	0%	-5%	-5.0
CC(=O)c1cccc(NC(=O)CSc2nc(C3CC3)nc3ccccc23)c1	13	-15%	-4%	3	i	0%	-4%	-2.4
COCC1CCN(C(=O)c2cc(COc3ccc(-n4cncn4)cc3)on2)C1 (stereo not drawn)	-2	-3%	-2%	1	i	-1%	2%	-1.2
CC(C)(C)OC(=O)N1CCC(c2cc(=O)n3[nH]c(-c4ccc(Cl)cc4)cc3n2)CC1	-1	i	12%	u	i	2%	-9%	-0.7
Cc1noc(/C=C/c2ccco2)c1S(=O)(=O)N1CCC(C(=O)Nc2ccc(Cl)cn2)CC1	1	-38%[inhibitor]	-6%	0	i	-4%	8%	-0.3
Cn1c(=O)[nH]c(=O)c2c1nc(CN1CCN(c3cccc(Cl)c3)CC1)n2Cc1ccccc1Cl	1	i	0%	20	i	0%	4%	-0.6

The results go on:
SMILES	D3 ag	PTHR1 agonist	EPAC2 antagonist	D3 antag	pAkt inh	MmCpn inh	EPAC2 agonist	CCT modulator
CC(=O)Nc1cc(-c2ccc(C(=O)NC3CC3)cc2)cn2c(-c3cccc(C(F)(F)F)c3)cnc12	12	-39%[inhibitor]	5%	20	i	x	4%	1.4
CCOC(=O)c1ccc(NC(=O)C(=O)NCc2ccccn2)cc1	-4	0%	9%	-12	i	-1%	18%	1.6
Cc1ccc(OCC(O)Cn2c(N3CCCCC3)nc3c2c(=O)[nH]c(=O)n3C)cc1C (stereo not drawn)	8	-13%	-2%	3	i	1%	3%	-28
O=C(Oc1cccc2c(O)cccc12)c1ccccc1	5	-20%	-3%	36	i	1%	18%	1.2
CCC1CCCCN1CCCNC(=O)CN1C(=O)c2cccnc2Oc2ccc(C)cc21 (stereo not drawn)	-7&0	-18%	8%	-15	i	0%	-3%	1.3
COc1cc(/C=N/NC(=O)c2ccncc2)ccc1OCC(=O)Nc1ccc(C)c(C)c1	1	-23%	5%	3	i	2%	-8%	-7.1
CN(C)CCNC(=O)NC1CCCCC1	-1	i	-5%	4	i	1%	16%	-2.9
CCOc1ccc(CN2CCNC(=O)C2CC(=O)NCCc2ccccn2)cc1 (stereo not drawn)	3	i	-4%	5	i	-1%	8%	2.2
COc1ccccc1CN(C(=O)CNC(=O)c1ccco1)C(C(=O)NCC1CCCO1)c1ccc(OC)c(OC)c1 (stereo not drawn)	-5	i	u	1	i	-3%	-2%	0.4
COc1ccc([C@H]2CC(=O)C=C(c3ccc4[nH]ccc4c3)C2)cc1OC	13	-49%[inhibitor]	-18%	38	i	-2%	7%	-0.7
CC(=O)Nc1cc(C(=O)c2ccccc2)ccc1N1CCOCC1	-3	-8%	-4%	-11	i	1%	-8%	-3.5
CC/C(=N\Nc1ccc([N+](=O)[O-])cc1[N+](=O)[O-])c1ccc(O)cc1	2	-25%	-5%	-12	i	-3%	-3%	0.2
Cc1cc(-c2ccc(C(C)C)c(S(=O)(=O)NCc3ccco3)c2)on1	4	0%	-18%	-4	i	0%	5%	1.2
CC(C)CN(C(=O)COC(=O)CCN1C(=O)c2ccccc2C1=O)C1CCS(=O)(=O)C1 (stereo not drawn)	1	i	7%	18	i	-2%	-1%	-1.1
CCCCCn1nnnc1C1(C)CCC(=O)N1Cc1ccco1 (stereo not drawn)	-2	i	-5%	-7	i	x	-1%	x
CC(=O)c1ccc(NS(=O)(=O)c2ccc3ccccc3c2)cc1	4	-14%	-6%	24	i	-2%	5%	0.3
Cc1cc(Cl)ccc1NC(=O)CN1C(=O)CSc2ccc(S(=O)(=O)N3CCOCC3)cc21	1	-26%	-3%	-11	i	-3%	6%	0.0
Cc1ccc(OCCNC(=O)CCC(=O)N2CCOCC2)cc1	-1	i	2%	5	i	0%	3%	-0.9
O=C1C2C3C=CC(C3)C2C(=O)N1c1cccc2cccnc12 (stereo not drawn)	1	i	4%	0	i	2%	1%	-6.1
CCN(C(=O)CSc1nnc(SC)s1)c1c(N)n(Cc2ccccc2)c(=O)[nH]c1=O	-5	-15%	1%	11	i	0%	3%	-5.1
CC(c1ccccc1)N1C(=O)c2ccc(C(=O)NCc3cccnc3)cc2C1=O (stereo not drawn)	2	-32%[inhibitor]	-4%	7	i	-1%	1%	-0.5
COc1ccc(OCCN2C(=O)c3ccccc3C2=O)c([N+](=O)[O-])c1	6	i	-6%	1	i	5%	7%	0.5
O=C(CNc1ccc(F)cc1)N/N=C1\CCc2ccccc21	2	i	2%	14	i	-3%	0%	-1.9
Cc1ccccc1NS(=O)(=O)c1cc(C(=O)NCCSC2CCCCC2)ccc1C	-13	-42%[inhibitor][57.5 µM]	4%	u	i	-4%	22%	1.2
N#C/C=C\Oc1ccc(Cl)cc1N	-2	-14%	-5%	-15	i	3%	8%	-0.1
